High-throughput results: PubChem, several laboratories
PrPC TRFRET = inhibitors of human cell surface prion protein PrPC, primary screen, cell-based, TR-FRET; TR-FRET read-out; AID 720596, 2013; 370,000 compounds, 0.43% hits; Major prion protein (Homo sapiens), P04156; inhibition, % at 13.8 µM; in the data active means inhibition above about 24%; further: 0% = median of the test wells and 100% = reference compound wells
TcdB GH inh = TcdB glycohydrolase inhibitors, primary screen, biochemical, single point, plate reader. TcdB glycohydrolase enzymatic assay. inhibition, % at 9.99 µM. 350,000 compounds, 0.24% hits. Toxin B (Clostridioides difficile), P18177; in the data active means inhibition above about 10%
Target sequence (P18177 whole entry, looked up): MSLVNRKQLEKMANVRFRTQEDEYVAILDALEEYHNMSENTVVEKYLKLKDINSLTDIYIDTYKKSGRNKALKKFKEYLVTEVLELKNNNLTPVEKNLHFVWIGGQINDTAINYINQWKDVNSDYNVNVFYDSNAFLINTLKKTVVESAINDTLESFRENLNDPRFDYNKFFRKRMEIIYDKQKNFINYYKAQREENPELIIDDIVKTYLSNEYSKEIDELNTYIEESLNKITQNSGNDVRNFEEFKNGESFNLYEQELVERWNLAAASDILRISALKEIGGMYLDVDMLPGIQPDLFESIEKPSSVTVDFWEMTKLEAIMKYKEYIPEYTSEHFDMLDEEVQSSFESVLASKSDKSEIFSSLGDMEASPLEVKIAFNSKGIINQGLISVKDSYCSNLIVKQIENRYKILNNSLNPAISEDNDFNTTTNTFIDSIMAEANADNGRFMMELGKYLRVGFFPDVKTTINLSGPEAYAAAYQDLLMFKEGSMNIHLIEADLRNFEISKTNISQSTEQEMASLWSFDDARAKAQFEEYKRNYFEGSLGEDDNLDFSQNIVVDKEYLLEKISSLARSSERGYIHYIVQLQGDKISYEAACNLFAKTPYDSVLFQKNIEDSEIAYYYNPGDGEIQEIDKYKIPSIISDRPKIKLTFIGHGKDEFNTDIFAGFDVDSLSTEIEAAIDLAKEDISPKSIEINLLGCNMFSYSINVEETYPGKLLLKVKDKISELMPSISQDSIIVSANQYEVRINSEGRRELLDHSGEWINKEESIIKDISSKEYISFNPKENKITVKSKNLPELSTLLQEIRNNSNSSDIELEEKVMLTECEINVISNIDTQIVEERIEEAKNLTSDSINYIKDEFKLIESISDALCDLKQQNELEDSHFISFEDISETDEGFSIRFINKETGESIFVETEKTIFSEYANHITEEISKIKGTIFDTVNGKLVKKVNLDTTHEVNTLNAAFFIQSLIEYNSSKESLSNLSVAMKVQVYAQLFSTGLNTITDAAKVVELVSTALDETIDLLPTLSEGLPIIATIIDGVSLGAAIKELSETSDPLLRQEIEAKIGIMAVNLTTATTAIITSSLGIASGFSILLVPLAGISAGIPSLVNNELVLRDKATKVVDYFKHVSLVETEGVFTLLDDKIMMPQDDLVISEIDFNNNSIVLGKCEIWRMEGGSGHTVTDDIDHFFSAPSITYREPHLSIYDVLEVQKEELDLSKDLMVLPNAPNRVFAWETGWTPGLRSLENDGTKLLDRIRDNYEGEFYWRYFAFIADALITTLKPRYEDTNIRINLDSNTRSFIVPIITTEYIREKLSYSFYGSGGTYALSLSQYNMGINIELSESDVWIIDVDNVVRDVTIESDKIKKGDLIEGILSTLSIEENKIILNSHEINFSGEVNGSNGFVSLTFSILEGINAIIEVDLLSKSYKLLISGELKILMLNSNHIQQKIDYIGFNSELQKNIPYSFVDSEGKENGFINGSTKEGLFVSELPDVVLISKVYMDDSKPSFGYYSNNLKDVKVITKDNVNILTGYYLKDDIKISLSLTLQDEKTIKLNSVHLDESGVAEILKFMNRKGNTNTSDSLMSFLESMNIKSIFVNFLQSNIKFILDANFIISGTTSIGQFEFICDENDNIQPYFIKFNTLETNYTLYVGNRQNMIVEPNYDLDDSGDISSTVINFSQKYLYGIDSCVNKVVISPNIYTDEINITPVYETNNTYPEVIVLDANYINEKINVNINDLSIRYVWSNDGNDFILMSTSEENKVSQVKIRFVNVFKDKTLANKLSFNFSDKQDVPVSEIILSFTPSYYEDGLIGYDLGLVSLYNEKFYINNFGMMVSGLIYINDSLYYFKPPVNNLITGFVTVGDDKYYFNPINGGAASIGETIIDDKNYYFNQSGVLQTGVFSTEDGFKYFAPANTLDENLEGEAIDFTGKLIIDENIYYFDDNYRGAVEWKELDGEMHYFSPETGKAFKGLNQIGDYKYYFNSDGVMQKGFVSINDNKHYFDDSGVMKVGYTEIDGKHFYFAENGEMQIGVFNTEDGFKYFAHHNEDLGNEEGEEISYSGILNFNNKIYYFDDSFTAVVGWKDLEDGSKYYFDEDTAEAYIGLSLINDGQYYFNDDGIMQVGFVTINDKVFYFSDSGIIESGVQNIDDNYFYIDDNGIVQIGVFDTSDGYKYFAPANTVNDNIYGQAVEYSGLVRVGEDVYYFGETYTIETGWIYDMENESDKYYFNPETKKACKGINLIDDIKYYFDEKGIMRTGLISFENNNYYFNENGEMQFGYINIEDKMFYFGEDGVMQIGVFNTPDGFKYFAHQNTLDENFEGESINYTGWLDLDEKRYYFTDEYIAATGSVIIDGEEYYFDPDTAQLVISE
Vc quorum ag = inducers of Vibrio cholerae quorum light production without autoinducers, primary screen, BH1578 luxS cqsA deficient, single point | 350,000 compounds, 0.16% hits | V. cholerae BH1578 lux reporter, luminescence, 6 h | activation, % at 18.7 µM; in the data active means activation mostly above about 9.7%, no sharp cut-off; inconclusive means no clear call, values can overlap the other calls; inactive means mostly below about 3.7%; further: not every result past the cut was called active; inactives centre near 0; reference of the scale not given here
Yp Topo-I inh = Yersinia pestis topoisomerase I inhibitors, primary screen, biochemical, cleavage product accumulation, plate reader, single point; DNA topoisomerase I (Yersinia pestis CO92); Y. pestis Topo-I cleavage product accumulation; activity, % at 10 µM; 360,000 compounds, 0.064% hits; AID 504884, 2011; in the data active means activity above about 50%, passing the limit was not always enough; inconclusive means no clear call, values can overlap the other calls; further: inactives centre near 2
SSB-PriA inh = inhibitors of Klebsiella pneumoniae PriA binding to SSB C-terminal tail, primary screen, biochemical, AlphaScreen. PriA–SSB C-terminal tail interaction (Klebsiella pneumoniae). AlphaScreen SSBct-PriA binding, biotinylated peptide. inhibition, % at 33 µM. 430,000 compounds, 0.6% hits. AID 1272365, 2023; in the data active means inhibition mostly above about 37%, no sharp cut-off; inactive means mostly below about 20%;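 further: plate controls were negative control peptide for no effect and reference peptide for full effect; strong numbers were not always called active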
3CLpro inhibitor = SARS-CoV 3CLpro protease inhibitors, primary screen, biochemical, quenched FRET; recombinant SARS-CoV 3CLpro, quenched FRET peptide cleavage; inhibition, % at 6 µM; 290,000 compounds, 0.14% hits; AID 1706, 2009; in the data active means inhibition above about 12%
BoNT A protease = BoNT/A light chain protease inhibitors, primary screen, biochemical, flow cytometry, MLPCN library | multiplex microsphere protease substrate cleavage | inhibition, % at 10 µM | 360,000 compounds, 0.17% hits; further: plate controls were buffer without enzyme for full effect and enzyme alone for no effect
PfHsp40 rescue = rescue of yeast from PfHsp40 toxicity, primary screen, S. cerevisiae, ATP luminescence. 340,000 compounds, 0.68% hits. AID 504582, 2011. growth rescue, % at 12.5 µM. S. cerevisiae expressing PfHsp40, growth rescue; in the data active means growth rescue above about 28%, passing the limit was not always enough; inconclusive means no clear call, values can overlap the other calls;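 further: yeast W303a lacking pdr1 and pdr3 grown in galactose medium; growth measured after three days at 30 °C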
Anthrax LF prot = Bacillus anthracis LF protease inhibitors, primary screen, biochemical, multiplex microsphere, MLPCN library; 360,000 compounds, 0.12% hits; multiplex microsphere protease cleavage assay; inhibition, % at 10 µM; further: plate controls were buffer without enzyme for full effect and enzyme alone for no effect
Numbers without * were called inactive; i = inactive; ? = inconclusive; / = no result given; & = joins results of further samples. Unless noted, no stated cut-off is given here; in the data, active means inhibition above about 30%; inconclusive means no clear call, values can overlap the other calls; inactive means below that.

SMILES | PrPC TRFRET | TcdB GH inh | Vc quorum ag | Yp Topo-I inh | SSB-PriA inh | 3CLpro inhibitor | BoNT A protease | PfHsp40 rescue | Anthrax LF prot
O=c1oc(-c2ccccc2Cl)nc2ccsc12 | 5 | / | 0.5 | 3 | 5 | 7 | -1.0 | 4.2 | -2
CCCc1cnc(N2CCN(S(=O)(=O)c3cccs3)CC2)nc1 | 8 | 0.4 | -0.9 | -3 | -7 | 7 | 0.0 | / | 0
CCc1c(Nc2ccccc2Cl)nc(N)[nH]c1=O | -7 | 1.2 | i | 2 | -7 | / | 0.4 | -0.4 | -3
O=C(NCc1ccccc1)C(c1ccco1)N(C(=O)c1csnn1)c1ccccc1 (stereo unspecified) | 0 | -1.4 | -3.8 | 14 | 2 | 4 | 0.1 | -0.4 | -2
CCn1c(CNC(=O)c2cccc(C)c2)nnc1SCC(=O)N1CCOCC1 | 4 | -0.1 | 0.3 | -5 | -2 | 0 | 4.0 | -0.8 | 2
Cc1nc2cc(NCc3cc([N+](=O)[O-])ccc3O)ccc2n1Cc1ccccc1 | -3 | -0.1 | -0.5 | -3 | 16 | -2 | 0.4 | -0.3 | -3
CS(=O)(=O)c1cccc(C(=O)Nc2cccc(-c3nc4ccccc4[nH]3)c2)c1 | 129* | 0.6 | -0.7 | -2 | -14 | -3 | -1.2 | -1.0 | -4
C[C@@H]1C(c2ccccc2)=NN(c2ccc(Br)cc2)[C@H]1C(=O)N1CCOC1=O | -4 | 1.2 | i | -17 | -45 | / | 0.3 | 7.6 | -4
CC[n+]1c(/C=C/N(C)c2ccccc2)oc2ccc(F)cc21 | 9 | / | -2.8 | 6 | 1 | -4 | -1.4 | -0.3 | 0
CC1CCCC(C)N1C(=C(Cl)Cl)C(=C1SCCS1)[N+](=O)[O-] (stereo unspecified) | -2 | -0.2 | -0.6 | 15 | 9 | 0 | -1.7 | 0.4 | 0
C=CCNC(=O)c1ccc(-c2nc3ccccc3nc2-c2ccccc2)cc1 | -11 | 1.5 | -0.3 | 13 | -13 | / | 0.9 | 3.5 | -7
O=C(CN1CCN(S(=O)(=O)c2ccccc2)CC1)Nc1ccnn1C1CCCC1 | -2 | -0.4 | i | -8 | 8 | / | 1.0 | -0.9 | ?
CC(C)=C1SC(N2CCN(Cc3ccccc3)CC2)=NC1=O | -1 | / | -0.5 | 4 | -2 | 0 | 0.9 | 0.6 | -3
CCN(CC)C(=O)c1sc2nc(Cc3ccccc3)[nH]c(=O)c2c1C | 9 | 0.0 | -0.3 | 5 | -12 | -3 | 0.9 | -2.0 | -2
CC(=O)OC1CC[C@@]2(C)C(CCC3C2CC(=O)[C@@]2(C)C3CC3CC(C)=CC(=O)C32)C1 (stereo partly specified) | 4 | 0.4 | -0.6 | 37 | 1 | -1 | -4.8 | 11 | -10
CC1CCC2(CC1)NC(=O)N(CC(=O)Nc1nc(-c3ccc(F)cc3)cs1)C2=O (stereo unspecified) | -3 | / | 2.8 | 8 | -2 | -4 | 0.1 | -0.6 | -2
O=C(Nc1cccc([N+](=O)[O-])c1)c1ccc2nc(N3C(=O)CCC3=O)sc2c1 | 2 | / | i | -17 | 3 | 2 | ? | 0.1 | 0
COc1cc(C(CCN2CCCC2)c2c(OC)cc(OC)c3c(C)cc(=O)oc23)cc(OC)c1OC (stereo unspecified) | -16 | / | -0.6 | 1 | 10 | / | 0.2 | -1.4 | -5
CCS(=O)(=O)N1Cc2cc(C(=O)NCC3CC3)nc(-c3cccc(-c4cccnc4)c3)c2[C@@H]1CCO | -5 | 1.8 | / | / | / | / | 0.0 | / | -5
Cc1cn(CC(=O)c2ccccc2)c2ccccc12 | -6 | 0.9 | i | -8 | -11&-5 | -1 | / | 0.6 | /
CC(O)CNc1ncnc2nc[nH]c12 (stereo unspecified) | -1 | / | i | -10 | -8 | 0 | -0.7 | 1.6 | -2
COc1ccc(S(=O)(=O)N(C)c2ccc(C(=O)N3CCN(c4ccccc4)CC3)cc2)cc1OC | -9 | 0.7 | i | 43 | 13 | 6 | -2.4 | 0.5 | -3
C=CCN(C(=O)c1csnn1)C(C(=O)NCc1ccc(F)cc1)c1ccccc1 (stereo unspecified) | 0 | 2.3 | i | 1 | -20 | 6 | -1.5 | -1.4 | 0
Nc1nc(NC(=O)c2ccccc2Cl)nn1-c1ccccc1 | -8 | 0.6 | i | -11 | -10 | -5 | / | / | /
CCNc1ccc(S(=O)(=O)N2CCOCC2)cc1NCC(=O)Nc1cccc(Br)c1 | 17 | 0.4 | -4.8 | 10 | / | / | -0.1 | / | -4

Overlap with the part before: five compounds; new compounds follow.
SMILES | PrPC TRFRET | TcdB GH inh | Vc quorum ag | Yp Topo-I inh | SSB-PriA inh | 3CLpro inhibitor | BoNT A protease | PfHsp40 rescue | Anthrax LF prot
CC(O)CNc1ncnc2nc[nH]c12 (stereo unspecified) | -1 | / | i | -10 | -8 | 0 | -0.7 | 1.6 | -2
COc1ccc(S(=O)(=O)N(C)c2ccc(C(=O)N3CCN(c4ccccc4)CC3)cc2)cc1OC | -9 | 0.7 | i | 43 | 13 | 6 | -2.4 | 0.5 | -3
C=CCN(C(=O)c1csnn1)C(C(=O)NCc1ccc(F)cc1)c1ccccc1 (stereo unspecified) | 0 | 2.3 | i | 1 | -20 | 6 | -1.5 | -1.4 | 0
Nc1nc(NC(=O)c2ccccc2Cl)nn1-c1ccccc1 | -8 | 0.6 | i | -11 | -10 | -5 | / | / | /
CCNc1ccc(S(=O)(=O)N2CCOCC2)cc1NCC(=O)Nc1cccc(Br)c1 | 17 | 0.4 | -4.8 | 10 | / | / | -0.1 | / | -4
O=[N+]([O-])c1cc(/C=N/N2CCN(C3c4ccccc4-c4ccccc43)CC2)ccc1Cl | -5 | / | i | -6 | / | -7 | -1.1 | -0.3 | -8
N#Cc1ccc(S(=O)(=O)N2CCCN(c3nc4ccc(Cl)cc4s3)CC2)cc1 | 1 | 0.8 | -0.8 | 9 | 8 | 3 | -0.5 | -0.7 | -2
CC(=O)N1CCN(c2ccc(NC(=O)c3ccc(C)cc3)cc2)CC1 | 0 | / | i | 1 | -20 | 3 | -0.9 | 0.1 | -2
CCN1CCN(C(CNS(=O)(=O)c2ccc(F)cc2)c2cccnc2)CC1 (stereo unspecified) | -7 | 0.2 | 0.7 | -5 | -12 | 3 | -0.1 | -0.1 | 5
CCc1nnc(NC(=O)CCC(=O)N2CCN(Cc3ccc(C)cc3C)CC2)s1 | 5 | 1.0 | -0.5 | 22 | -15 | -1 | 2.3 | -1.0 | 0
COc1ccc(Br)cc1S(=O)(=O)N(CC(=O)N1CCOCC1)c1ccccc1 | -14 | / | -1.2 | 1 | 8 | 1 | -0.3 | -0.3 | -3
CC(C)(C)OC(=O)C[C@@H]1C/C=C\C[C@H](CC(=O)NCCO)C(=O)N[C@@H](c2ccccc2)COC1=O | 3 | 0.8 | i | 7 | 1 | / | -1.2 | 0.2 | -4
CCNc1nc(SCC(N)=O)nc2sc3c(c12)CCN(C)C3 | 1 | 1.2 | i | 3 | 18 | -8 | 8.8 | -0.7 | -4
COc1cc(CC(=O)Nc2ccc3nc(SC)sc3c2)cc(OC)c1OC | 8 | 1.2 | -0.2 | 16 | -4 | 0 | -1.4 | 0.9 | 3
COc1cccc(-n2nc(-c3ccnn3-c3ccc(C)cc3)c(=O)n(C)c2=O)c1 | -5 | / | -1.1 | 23 | -16 | 5 | 0.8 | 0.5 | 0
CCOC(=O)CC(=O)Nc1nnc(CC(C)C)s1 | -2 | / | / | 10 | -5 | 1 | -2.6 | 1.5 | 1
CCc1nc2sc3ccccc3c(=O)c2c(=O)n1CCOC | -5 | / | -0.2 | 9 | 2 | 5 | 1.3 | 0.2 | -4
O=C(Nc1nnc(-c2ccc3c(c2)CCCC3)o1)C1COc2ccccc2O1 (stereo unspecified) | -1 | -0.7 | -0.2 | 5 | -1 | 11 | -1.0 | 0.0 | -3
COc1ccc(/C=C/C(=O)OCC(=O)N2c3ccccc3CC2C)cc1 (stereo unspecified) | 0 | 1.3 | i | -4 | / | / | -1.0 | / | -9
Cc1ccc(OCC(=O)N2CCN(Cc3ccc([N+](=O)[O-])cc3)CC2)cc1 | -15 | 0.2 | 0.4 | 26 | 6 | -2 | 0.5 | 1.2 | -10
Cc1ccc(C)c(-n2nnnc2SCC(=O)NCCC2=CCCCC2)c1 | 0 | / | i | 18 | -16 | 4 | -0.5 | 0.6 | -2
CCCC1(c2ccccc2)NC(=O)NC1=O (stereo unspecified) | 4 | 1.6 | -1.5 | -8 | -12 | 0 | 1.0 | 0.7 | 2
COc1ccc2c(c1)c(=O)c(C(=O)c1ccc(C)cc1)cn2CC(=O)Nc1ccc(F)cc1 | -5 | -0.4 | -0.2 | 10 | -13 | -1 | -0.2 | -0.5 | 1
CCN(CC)CCOC(=O)c1ccc(Cl)cc1Cl | -1 | 0.3 | -0.4 | 3 | -7 | -2 | -0.5 | 1.6 | -2
CS(=O)(=O)c1ccc(C(=O)N2CCc3ccccc3C2)cc1 | 10 | 4.9 | -1.0 | 1 | -4 | 3 | 0.4 | -0.8 | -3
COC(=O)[C@H](Cc1ccccc1)NC(=O)NCc1cccs1 | 6 | / | -0.2 | -1 | -20 | 1 | 9.9 | -0.8 | 2
O=C(Cn1nc(-c2ccccc2)ccc1=O)Nc1ccc(NC(=O)c2ccccn2)cc1 | 10 | -0.3 | -0.5 | 1 | -19 | 1 | -0.5 | 0.2 | 1
Cc1cc(-c2cccnc2)c(C#N)c(SCC#N)n1 | -13 | 1.5 | -0.1 | -3 | -8 | 1 | ? | -0.7 | 1
Nn1c(SCc2cn3ccsc3n2)nnc1-c1ccncc1 | -1 | / | / | -7 | -7 | -4 | -0.2 | -0.1 | 0
Cc1nn(-c2cccc(Cl)c2)c2nc(-c3ccncc3)cc(C(=O)N3CCOCC3)c12 | 4 | 1.5 | i | -4 | -9 | 2 | 0.4 | 0.2 | -3

Other entries:
SMILES | PrPC TRFRET | TcdB GH inh | Vc quorum ag | Yp Topo-I inh | SSB-PriA inh | 3CLpro inhibitor | BoNT A protease | PfHsp40 rescue | Anthrax LF prot
COc1cccc(-c2cnc(C(O)c3c(C)cccc3C)[nH]2)c1 (stereo unspecified) | 5 | 0.1 | -0.4 | 7 | / | / | -0.7 | / | -1
Cc1cc(OC(C)C(=O)NCc2cccnc2)c2c3c(c(=O)oc2c1)CCC3 (stereo unspecified) | -10 | -0.2 | -0.6 | -6 | 4 | 2 | -0.3 | 0.0 | -1
CCOC(=O)/C(=N/Nc1ccc(Cl)cc1)Sc1nnnn1-c1ccc(C)cc1 | -9 | / | -0.7 | 3 | / | -5 | 0.3 | -0.6 | 2
Cc1sc(NC(=O)c2ccccc2F)c(CN2CCCCC2C)c1C (stereo unspecified) | -3 | 0.8 | -1.0 | 0 | -5&-7 | 3 | 0.2 | -1.3 | -4
CCC(=O)/C=C1/Sc2ccc(OC)cc2N1CC | -1 | 1.2 | -1.8 | 4 | 12 | 2 | 0.9 | 5.7 | 2
CC(C)OCCCNC(=O)c1cccc2c1C(=O)c1ccc(Cl)cc1S2(=O)=O | -10 | 3.5 | -0.8 | 9 | 0 | / | 0.3 | -0.5 | 5
CCOC(=O)c1cc2sccc2n1Cc1ccc(C#N)cc1 | -4 | / | -5.9 | 4 | -42 | 1 | -0.7 | 4.8 | -6
COc1cc(CNc2ncnc3c2[nH]c2ccc(C)cc23)cc(OC)c1 | 14 | -0.6 | i | -5 | -3 | -1 | -0.3 | -0.1 | 0

An excerpt; count on the stated rates, not on these rows.
